miR-122 sensor: miR-122 Renilla sensor signal increase in Huh7, primary screen, miR-122 inhibitor project, cell-based, single point, plate reader; activation (reporter increase), % at 12.5 µM; Huh7 miR-122 Renilla luciferase sensor, 48 h; neutral wells = 0, positive control = 100; AID 602342, 2012; 0.3% of 340,000 active;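 active = mean replicate activation score at least 90 and every replicate individually at or above 90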;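 note: higher luciferase means less miR-122 activity so hits act as miR-122 inhibitors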
An asterisk follows results filed as active. An excerpt; the hit share may differ from the screen's.

`NC(=O)CN1CCOCCOCCN(CC(N)=O)CCOCCOCC1` gave miR-122 sensor 0.
`O=S(=O)(c1ccccc1)N1CCC(O)(CSc2ccc(Cl)cc2)CC1` gave miR-122 sensor -12.
For CCOc1ccc(-n2c(SC)nc3c(c2=O)SCC3)cc1 the results were miR-122 sensor 0.
`O=[N+]([O-])c1cc(Cl)ccc1NCCNc1ncc(C(F)(F)F)cc1Cl` gave miR-122 sensor -5.
`CC(C)C(C(=O)Nc1ccc2c(c1)OCCO2)N1C(=O)c2ccccc2C1=O` (configuration not stated) gave miR-122 sensor -15.
`COc1cccc(N=Cc2c(O)n(-c3cccc(C)n3)c(=O)c3ccccc23)c1` gave miR-122 sensor -4.
O=C(COc1ccccc1Cl)NCCCN1CCOCC1 was read as miR-122 sensor 6.
`CCOc1ccc(C2=NNC(c3cccs3)=Nc3ccc(OC)cc32)cc1` gave miR-122 sensor -3.
`CCOC(=O)N1CCN(c2cc3nccnc3cc2F)CC1` gave miR-122 sensor -1.
`CCOc1ccc(C)cc1S(=O)(=O)n1ccc(C)n1` gave miR-122 sensor 5.
Cc1ccnc(NC(=O)CCC2CCCCC2)c1 was read as miR-122 sensor -8.
For O=C1CC(C(=O)Nc2ccccc2)C2(CCCC2)O1 (configuration not stated) the results were miR-122 sensor -8.
Screening CCOC(=O)c1sc(=NC(=O)c2cccc(OC)c2)n(C)c1C returned miR-122 sensor -2.
CC(C)COC(=O)NCCCOC(=O)Nc1ccccc1 was read as miR-122 sensor -7.
`CCOC(=O)N1CCC(N(C(=O)Nc2ccc(CC)cc2)C(C)CC)CC1` (configuration not stated) gave miR-122 sensor -5.
Screening O=c1c2c3n(c(=O)nc2[nH]n1-c1ccccc1)CCCCC3 returned miR-122 sensor -5.
Screening Cc1cc(C)n(CC(O)CN(c2cccc([N+](=O)[O-])c2)S(=O)(=O)c2ccccc2)n1 (configuration not stated) returned miR-122 sensor 2.
`CC(C)(C)c1cc(/C=N/NC(=O)Cc2nc3ccccc3[nH]2)cc(C(C)(C)C)c1O` gave miR-122 sensor 21.
`O=C(C1CCCN1C(=O)c1cccs1)N1CCc2ccccc21` (configuration not stated) gave miR-122 sensor 0.
`CCOC(=O)C(C)/C(C)=N/NC(N)=S` (configuration not stated) gave miR-122 sensor 0.

Filtered by structure, the compounds so far containing a thiophene ring, fused or not (2)
`CCOc1ccc(C2=NNC(c3cccs3)=Nc3ccc(OC)cc32)cc1` gave miR-122 sensor -3.
`O=C(C1CCCN1C(=O)c1cccs1)N1CCc2ccccc21` (configuration not stated) gave miR-122 sensor 0.

(more compounds)
O=C(Nc1ccccc1)c1ccc(OC(=O)c2cc3ccccc3o2)cc1 was read as miR-122 sensor 1.
O=C(NC1CCCC1)C(c1ccc(N2CCOCC2)cc1)N(Cc1ccco1)C(=O)c1ccco1 (configuration not stated) was read as miR-122 sensor -3.
O=C(CS(=O)(=O)c1ccccc1)c1cc2cc(F)ccc2oc1=O was read as miR-122 sensor 8.
O=C(CN1C(=O)NC2(CCCCCC2)C1=O)N1CCN(S(=O)(=O)c2ccc(Cl)cc2)CC1 was read as miR-122 sensor -4.
For O=S(=O)(NC1CCCCC1N1CCN(c2cccc(Cl)c2)CC1)c1ccccc1 (configuration not stated) the results were miR-122 sensor -12.
`CN(C)CCCN(C(=O)c1cc2ccccc2oc1=O)c1nc2c(F)cccc2s1` gave miR-122 sensor 1.
For COCC(C)NC(C(=O)Nc1ccc(Cl)c([N+](=O)[O-])c1)c1ccccc1 (configuration not stated) the results were miR-122 sensor 17.
`Cc1ccccc1NC(=O)c1ccc(NC(=O)c2ccco2)cc1` gave miR-122 sensor -2.
Screening Cc1cc(C)c2c(C)nn(-c3ccccc3)c2n1 returned miR-122 sensor -5.
For CC1(C)CN=C(N(Cc2ccccc2)C(=O)Nc2ccccc2)S1 the results were miR-122 sensor 38.
Cc1nn(-c2ccccc2)c2sc(C(=O)N3CCc4ccccc4C3)cc12 was read as miR-122 sensor -5.
For Cc1ccc(Cn2ncc3c(N4CCN(Cc5ccc(Cl)cc5)CC4)ncnc32)cc1 the results were miR-122 sensor -2.
`OCCNc1cc(-n2nc(-c3ccccc3)cc2-c2ccccc2)ncn1` gave miR-122 sensor -3.
Screening O=C(NCCCn1ccnc1)c1cccc(S(=O)(=O)Nc2ccccc2F)c1 returned miR-122 sensor 18.
Screening Cc1[nH]c(=O)[nH]c(=O)c1S(=O)(=O)N1CCCC1 returned miR-122 sensor -4.
Screening CC(NC(=O)C(C)(C)C)c1nc2ccccc2n1C (configuration not stated) returned miR-122 sensor -8.
O=C(NC(=S)N1CCCc2ccccc21)c1ccccc1 was read as miR-122 sensor 8.
COc1cccc(C2(O)CCN(C(=O)Cc3cccnc3)CC2)c1 was read as miR-122 sensor -5.
`Cc1ccc(NC(=S)NCc2cccs2)c(C)c1` gave miR-122 sensor 20.
For c1ccc(Cc2ccc(OCCn3cncn3)cc2)cc1 the results were miR-122 sensor -5.
COc1cccc(OC)c1C(=O)NCCN1CCN(C(=O)c2c(OC)cccc2OC)CC1 was read as miR-122 sensor -3.
For CC(C)[C@H](NC(=O)[C@@H]1CSCN1C(=O)OC(C)(C)C)C(=O)NCC1CCC(C(=O)O)CC1 (some centres not stated) the results were miR-122 sensor 0.
`Cc1cc(C)n(CCc2nc(-c3cccs3)cs2)n1` gave miR-122 sensor 1.
Screening COc1ccc(-c2n[nH]c(=S)o2)c(OC)c1 returned miR-122 sensor -3.
For O=C(CN1C(=O)c2cccc3cccc1c23)Nc1ccccc1C(=O)NCc1ccco1 the results were miR-122 sensor -6.
`Cc1nnc(SCC(=O)N2CCN(S(=O)(=O)c3ccccc3)CC2)n1Cc1ccccc1` gave miR-122 sensor -6.
Cc1ccc(NC(=O)c2cc(-n3cnnc3)ccc2Cl)c(C)c1 was read as miR-122 sensor -1.
C=CCNc1nc(NCCN2CCOCC2)nc(OC)n1 was read as miR-122 sensor -5.
For CC(=O)c1c(N=CN(C)C)nc(C)nc1-c1ccccc1 the results were miR-122 sensor -7.
Cc1ccc(N(C)C(=O)N2CCN(S(=O)(=O)c3ccc4ccccc4c3)CC2)cc1 was read as miR-122 sensor -4.

An excerpt from above in order of formula weight, lowest first:
Screening COc1ccc(-c2n[nH]c(=S)o2)c(OC)c1 returned miR-122 sensor -3.
For CC(=O)c1c(N=CN(C)C)nc(C)nc1-c1ccccc1 the results were miR-122 sensor -7.
C=CCNc1nc(NCCN2CCOCC2)nc(OC)n1 was read as miR-122 sensor -5.
Cc1ccc(N(C)C(=O)N2CCN(S(=O)(=O)c3ccc4ccccc4c3)CC2)cc1 was read as miR-122 sensor -4.
COc1cccc(OC)c1C(=O)NCCN1CCN(C(=O)c2c(OC)cccc2OC)CC1 was read as miR-122 sensor -3.
For CC(C)[C@H](NC(=O)[C@@H]1CSCN1C(=O)OC(C)(C)C)C(=O)NCC1CCC(C(=O)O)CC1 (some centres not stated) the results were miR-122 sensor 0.

Other structures.
For CN(C)c1ccc(Sc2nnc(NC(=O)Nc3ccc(Cl)cc3Cl)s2)cc1 the results were miR-122 sensor 0.
Screening Cc1ccc(C(c2nnnn2CS(=O)(=O)c2ccc(C)cc2)N2CCC(C(N)=O)CC2)cc1 (configuration not stated) returned miR-122 sensor -1.
`COc1ccc(OCCc2nnc(N)s2)cc1` gave miR-122 sensor 6.
For CCCS(=O)(=O)N1CCN(Cc2ccc(OCc3ccccc3)c(OC)c2)CC1 the results were miR-122 sensor -3.
`CCOC(=O)C1CCN(c2c(NCc3ccc(C(=O)NCCC(C)C)cc3)c(=O)c2=O)CC1` gave miR-122 sensor -1.
O=C(N/C(=C\c1cccnc1)C(=O)N1CCOCC1)c1cccc(Br)c1 was read as miR-122 sensor -5.
Screening C=CCOc1ccc(/C=C/C(C)=N\O)cc1 returned miR-122 sensor -10.
For COC(=O)c1ccc(C2NC(=S)N(c3ccccc3)C(C)=C2C(=O)Nc2ccccc2OC)cc1 (configuration not stated) the results were miR-122 sensor 3.
Screening CCOC(=O)Cn1c2ccc(OC)cc2c2nc3ccccc3nc21 returned miR-122 sensor -8.
`COC(=O)c1[nH]c2cccc(Cl)c2c1NC(=O)CN(C)C1CCCCC1` gave miR-122 sensor 5.
`Cc1cc(C)c2c(=O)[nH]n(C(C)C)c2n1` gave miR-122 sensor 3.
CN1CCc2c(sc3c2c(=O)n(-c2cccc(Cl)c2)c2nncn32)C1 was read as miR-122 sensor -11.
For COc1ccccc1N(CC(=O)NCc1ccccc1)C(=O)CCC(=O)Nc1cc(C)ccn1 the results were miR-122 sensor -1.
`CC1Cc2ccccc2N1C(=O)CN1C(=O)C(=O)N(Cc2ccccc2)C1=O` (configuration not stated) gave miR-122 sensor -3.
Screening CC(C)=C1C2C=CC1C(C(=O)Nc1cc(C)ccc1C)C2C(=O)O (configuration not stated) returned miR-122 sensor -3.
For CCOC(=O)c1ccc(N/C=C/C(=O)c2ccco2)cc1 the results were miR-122 sensor -6.
`CCc1nc(N(CC)CC)c2oc3ccccc3c2n1` gave miR-122 sensor 6.
Screening Cc1ccc(C(=O)O/N=C/c2c(Cl)n(C)c3ccccc23)cc1 returned miR-122 sensor 2.
`CCC(=O)c1ccc(OCC(O)Cn2c(C)nc3ccccc32)cc1` (configuration not stated) gave miR-122 sensor -6.
Screening Cc1cc(OCC(=O)Nn2cnnc2)c(C)cc1Br returned miR-122 sensor 3.
O=c1c2c(n3nnnc3n1-c1ccccc1)-c1ccccc1CC21CCCC1 was read as miR-122 sensor 0.
`S=c1[nH]nc(-c2ccccc2)n1/N=C/c1ccc(-c2ccccc2Cl)o1` gave miR-122 sensor 3.
`O=C(Nc1ccon1)c1cc(-c2ccccc2)nc2ccccc12` gave miR-122 sensor 5.
COc1ccc(CCNC(=O)c2cnn(-c3ccc(C)c(C)c3)c2NC(=O)c2ccco2)cc1OC was read as miR-122 sensor 1.
CCOc1ccc(S(=O)(=O)Nc2cccc(OC)c2)cc1 was read as miR-122 sensor 74.
For Cc1ccc2c(c1)C1CN(C)CCC1N2C(=O)c1ccccc1NS(=O)(=O)c1ccc(F)cc1C (configuration not stated) the results were miR-122 sensor -7.
`CC(=O)c1ccc(C(=O)Nc2ccc(N3CCOCC3)cc2)cc1` gave miR-122 sensor 2.
Screening COC(=O)C(NS(C)(=O)=O)(c1c(C)[nH]c2ccccc12)C(F)(F)F (configuration not stated) returned miR-122 sensor -2.
Screening COc1cccc(NC(=O)CSc2nnc(-c3ccoc3C)n2CC2CCCO2)c1 (configuration not stated) returned miR-122 sensor -1.
Screening COc1ccc(NC(=O)C(C)NS(=O)(=O)c2ccccc2)cc1Cl (configuration not stated) returned miR-122 sensor -1.
`C/C(Cl)=C/Cn1c(NCCN(C)C)nc2c1c(=O)n(C)c(=O)n2C` gave miR-122 sensor -5.
`CC(C)OCCCNC(=O)c1ccc(NC(=O)C2CCCO2)cc1` (configuration not stated) gave miR-122 sensor 1.
For C/C(=N\Nc1nnc(C)c(=O)[nH]1)C(=O)O the results were miR-122 sensor -9.
O=C1CSC(=Nc2ccccc2)N1 was read as miR-122 sensor -1.
For CN1CC2CCCC3(C1)C(=O)NC1(CCCCC1)N=C23 (configuration not stated) the results were miR-122 sensor -7.
Screening COCCNC(=O)CN1CCC(NC(=O)Nc2ccc(C(F)(F)F)cc2)CC1 returned miR-122 sensor 0.
For Cc1[nH]n(C(C)(C)C)c(=O)c1Sc1ccc(Cl)cc1 the results were miR-122 sensor 31.
For CC(c1ccccc1)n1cnc2ccccc21 (configuration not stated) the results were miR-122 sensor -7.
`O=C(CCS(=O)(=O)c1cccc2nonc12)N1CC(=O)N(CCc2ccccc2)C(=O)C1` gave miR-122 sensor -8.
For N#CCSc1nnc2ccc3ccccc3n12 the results were miR-122 sensor -1.

Brought forward from above: 7 entries, then new ones.
O=C1CSC(=Nc2ccccc2)N1 was read as miR-122 sensor -1.
For CN1CC2CCCC3(C1)C(=O)NC1(CCCCC1)N=C23 (configuration not stated) the results were miR-122 sensor -7.
Screening COCCNC(=O)CN1CCC(NC(=O)Nc2ccc(C(F)(F)F)cc2)CC1 returned miR-122 sensor 0.
For Cc1[nH]n(C(C)(C)C)c(=O)c1Sc1ccc(Cl)cc1 the results were miR-122 sensor 31.
For CC(c1ccccc1)n1cnc2ccccc21 (configuration not stated) the results were miR-122 sensor -7.
`O=C(CCS(=O)(=O)c1cccc2nonc12)N1CC(=O)N(CCc2ccccc2)C(=O)C1` gave miR-122 sensor -8.
For N#CCSc1nnc2ccc3ccccc3n12 the results were miR-122 sensor -1.
CCOc1ccc(NC(=O)N2CCN(c3nc4ccccc4s3)CC2)cc1 was read as miR-122 sensor -5.
CNc1oc(Cc2ccccc2)nc1S(=O)(=O)c1ccccc1 was read as miR-122 sensor -2.
Cc1nc(N2CCOCC2)[nH]c(=O)c1CCC(C)C was read as miR-122 sensor -2.
Screening COCC(=O)N(Cc1cc2cc(OC)ccc2[nH]c1=O)c1ccccc1 returned miR-122 sensor -8.
For O=C(Cn1cc(SCc2ccccc2Cl)c2ccccc21)N1CCOCC1 the results were miR-122 sensor 30.
Cc1nc(SCC(=O)Nc2cc(C)on2)c2c(C)c(C)sc2n1 was read as miR-122 sensor -2.
Screening Cc1ccc(S(=O)(=O)CCC(=O)Nc2nc3c(s2)CCCC3)cc1 returned miR-122 sensor 3.
`COc1ccc(N2CCN(C(c3cc4cc(C)ccc4[nH]c3=O)c3nnnn3Cc3ccccc3)CC2)cc1` (configuration not stated) gave miR-122 sensor 3.
For CCCCC(=O)OCC(=O)c1ccc(OCC)cc1 the results were miR-122 sensor -8.
`CCOC(=O)c1cccc(NC(=O)CSc2nnc(-c3ccncc3)n2CCCOC)c1` gave miR-122 sensor -5.
Screening CSCCC(NC(N)=O)C(=O)N(C)CC(=O)Nc1cc(C)ccc1C (configuration not stated) returned miR-122 sensor 7.
Screening CCc1nc2sc3c(c2c(=O)n1N)CCC3 returned miR-122 sensor -9.
Screening COc1ccc(NC2SC(=O)N(CC(=O)O)C2=O)cc1 (configuration not stated) returned miR-122 sensor 2.
Screening CS(=O)(=O)N(CC(=O)N1CCN(c2ccc(F)cc2)CC1)c1ccc(F)c(Cl)c1 returned miR-122 sensor 1.
`CCCCc1cc(=O)oc2cc(C)c(CN3CCCC3)c(O)c12` gave miR-122 sensor 2.
